CCT modulator – cytosolic chaperonin activity modulation; purified chaperonin ATPase assay, HTRF ADP detection, 30 min; activity change, % (concentration not given with the values), hits read low; 360,000 compounds, 0.3% hits; AID 651819; in the data active = activity change below about -30%; note: % is set by controls: 0 for no effect and ±100 for the full control effect
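TRiC (40 or 20 nM final, by batch activity) in 30 mM Tris pH 7.4, 100 mM KCl, 5 mM MgCl2, 1 mM DTT was treated with compound at 76 uM single dose, then 10 uM ATP, 30 min at 37 °C. ADP was read by HTRF Transcreener.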
Nrf2 activator – Nrf2 pathway activation | AREc32 ARE-luciferase reporter (MCF7-derived line), luminescence, 24 h | Potency, µM (highest dose often 46.1 µM), without a hit: at the highest dose activation, hits mostly activators | 410,000 compounds, 0.31% hits | AID 624171; note: potency is the fitted concentration of half-maximal effect; % of control where 0% means no effect; nearly all actives have a fitted effect of over 65% in size
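ARE activation measured as luciferase luminescence (Steady-Glo, 30 min RT) in AREc32_Fluc cells after 24 hr compound exposure at 37 deg C, 5% CO2; cells seeded overnight at 1000/well in OPTI-MEM, 5% FBS.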
A549 tox – A549 cytotoxicity, counter-screen for Nrf2 inhibitors; A549 ARE-Fluc cells, CellTiter-Fluor viability, 18-24 h; Potency, µM (doses to about 46 µM), without a hit: at the highest dose activity change, negative = cytotoxicity, usual class: inhibitors; 390,000 compounds, 0.16% hits; AID 504648; note: potency is the fitted concentration of half-maximal effect; % is set by controls: 0 for no effect and ±100 for the full control effect
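Cytotoxicity counterscreen: CellTiter-Fluor fluorescence was measured in A549 ARE_Fluc cells after 18-24 h of compound exposure in a concentration series. The subsequent BugLite luminescent read reports ARE-luciferase activity.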
MmCpn inh – inhibitors of Methanococcus maripaludis chaperonin (MmCpn); purified Mm-Cpn ATPase, ADP Transcreener TR-FRET; AID 504842; 330,000 compounds, 0.031% hits; Potency, µM (series often up to 76.9 µM), for inactives: top-dose activity, negative = inhibition, usual class: inhibitors; note: potency is the fitted concentration of half-maximal effect; % is set by controls: 0 for no effect and ±100 for the full control effect; nearly all actives have a fitted effect of over 80% in size
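Eu-cryptate anti-ADP/ADP-d2 competition gives a ratio inversely related to ADP. Enzyme at 25 nM was pre-exposed to compound for 10 min, then given 10 uM ATP for 30 min, 37°C throughout.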
Abeta yeast res – compounds reversing amyloid beta toxicity in yeast; 410,000 compounds, 0.063% hits; Potency, µM (series often up to 46.1 µM), inactives show top-dose growth rescue, hits mostly activators; yeast expressing A-beta42, growth rescue, OD600, 48 h; response scale: 0% DMSO, 100% iron-clioquinol control; note: potency is the fitted concentration of half-maximal effect; nearly all actives have a fitted effect of over 55% in size
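Yeast A-beta toxicity model in growth medium with pinned compounds, 48 h at 30 C; growth read as absorbance at 600 nm. Normalized to FeCl3/clioquinol equimolar mix (positive) and DMSO (negative).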
TGFb SMAD3 inh – inhibitors of TGF-b signaling; 410,000 compounds, 1.2% hits; AID 588855; Potency, µM (doses to about 46.1 µM), for the others: at the top dose activity, negative = inhibition, usual class: inhibitors; HepG2 CAGA-GFP TGF-b/SMAD3 reporter, GFP fluorescence, 18 h; TGF-beta stimulated, 500 pg/mL final; note: potency is the fitted concentration of half-maximal effect; % is set by controls: 0 for no effect and ±100 for the full control effect; nearly all actives have a fitted effect of over 65% in size
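HEPG2 CAGA-GFP reporter cells (1000/well, DMEM with 1% FBS) received compounds, then recombinant TGF-beta at 500 pg/mL final for 18 hours at 37 degrees C. Per-cell GFP summed per well was normalised to unstimulated and stimulated DMSO controls before curve fitting.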
HepG2 viability – counter-screen for TGF-b inhibitors: cytotoxicity in HepG2 cells; Potency, µM (series often up to 46.1 µM), without a hit: top-dose activity change, negative = cytotoxicity, usual class: cytotoxic; 410,000 compounds, 0.76% hits; HepG2 CAGA-GFP viability, ATP luminescence, 18 h; note: potency is the fitted concentration of half-maximal effect; some results filed as inactive show a strong effect at the top dose
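HepG2 CAGA-GFP cells (1000/well, DMEM with 1% FBS) received compound, then TGF-beta at 500 pg/mL final, and were incubated 18 hours at 37 degrees C. Viability was read by CellTiter-Glo luminescence. Media-only wells were set as complete cell-killing and DMSO as no toxicity.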
pAkt inh – inhibitors of Akt phosphorylation; Neuro2A IGF-stimulated pAkt S473 HTRF, 20 min; hits give low values; 360,000 compounds, 0.32% hits; activity change, % for hits at 50 µM; in the data active = activity change below about -80%; inconclusive = mostly about -51% to -80%; note: % is set by controls: 0 for no effect and ±100 for the full control effect
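Single-point screen (50 µM final compound) in Neuro2A cells stimulated 20 min with 6 nM IGF at 37 deg C. After lysis, Ser473-phosphorylated Akt read by HTRF (ex 330 nm, em 615/665 nm) as the 665/615 ratio.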
Nrf2 block – Nrf2 pathway inhibition. A549 ARE-Fluc reporter, luciferase luminescence, 18-24 h. Potency, µM (titrated, usually from 46 µM), for the others: top-dose activity change, negative = inhibition, usual class: inhibitors. 360,000 compounds, 2.1% hits. AID 504444; note: potency is the fitted concentration of half-maximal effect; % is set by controls: 0 for no effect and ±100 for the full control effect; nearly all actives have a fitted effect of over 60% in size
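Nrf2 activity is the BugLite luminescence, read 15 min after reagent at room temperature, following CellTiter-Fluor cytotoxicity readout (30 min, 37C). Compound titrations were applied for 18-24 h to 5000 A549 ARE_Fluc cells/well in 5% FBS OPTI-MEM.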
* hit, by the source's call; i = inactive; u = inconclusive; x = not tested or not shown; & = joins results of further samples; ! = not confirmed by another sample. Unless noted, calls come from the whole dose curve; as a rule, active = well fitted curve in the direction sought with a large enough effect; inconclusive = small, poorly fitted or top-dose-only effect, or another doubt; inactive = no such curve, though single readings can be large; an effect the other way counts as inactive or inconclusive.

Preview (three entries):
SMILES	CCT modulator	Nrf2 activator	A549 tox	MmCpn inh	Abeta yeast res	TGFb SMAD3 inh	HepG2 viability	pAkt inh	Nrf2 block
Cc1ccc(S(=O)(=O)N2CCCC2CNC(=O)c2ccc3c(c2)OCO3)cc1 (stereo not drawn)	-0.8	2.9%	0%	-2%	-9%	u	-9%	i	1%
COc1ccc([C@H]2N[C@]3(CCCN(Cc4ccc(C)cc4)C3=O)[C@H]3C(=O)N(C)C(=O)[C@@H]23)cc1	-2.7	-0.1%	x	x	3%	-2%	3%	i	x
CN(CC(=O)NC1CCCCCC1)S(=O)(=O)c1ccc2c(c1)n(C)c(=O)c(=O)n2C	-3.9	0.5%	-5%	-4%	-12%	7%	8%	i	2%

Results (from the top)
SMILES	CCT modulator	Nrf2 activator	A549 tox	MmCpn inh	Abeta yeast res	TGFb SMAD3 inh	HepG2 viability	pAkt inh	Nrf2 block
Cc1ccc(S(=O)(=O)N2CCCC2CNC(=O)c2ccc3c(c2)OCO3)cc1 (stereo not drawn)	-0.8	2.9%	0%	-2%	-9%	u	-9%	i	1%
COc1ccc([C@H]2N[C@]3(CCCN(Cc4ccc(C)cc4)C3=O)[C@H]3C(=O)N(C)C(=O)[C@@H]23)cc1	-2.7	-0.1%	x	x	3%	-2%	3%	i	x
CN(CC(=O)NC1CCCCCC1)S(=O)(=O)c1ccc2c(c1)n(C)c(=O)c(=O)n2C	-3.9	0.5%	-5%	-4%	-12%	7%	8%	i	2%
CC(Sc1sc(=S)sc1SC(C)C(=O)O)C(=O)O (stereo not drawn)	-0.4	0.2%	-12%	0%	26%	-8%	5%	i	-1%
CN(C)C(CNC(=O)c1ccc2c(c1)S(=O)(=O)c1ccccc1C2=O)c1ccco1 (stereo not drawn)	1.0	0.4%	0%	0%	-4%	1%	-24%	i	4%
CCN(CC)c1ccc(NC(=O)Cn2ncc3c(C)n(Cc4ccccc4F)c(C)c3c2=O)c(C)c1	0.3	-0.3%&0.0%	5%&3%	0%	6%&8%	-3%&-2%	2%&-19%	i	2%&5%
COc1cccc(N2CCN(S(=O)(=O)c3ccc4c(c3)NC(=O)CS4)CC2)c1	-2.0	1.5%	-1%	1%	5%	-4%	-17%	i	u
CCC1(C(=O)OC)NC(c2ccccc2OC)C2C(=O)N(C)C(=O)C21 (stereo not drawn)	1.7	0.3%	-3%	1%	9%	16%	-1%	i	-5%
Nc1nc(NCC2CCCO2)nc(Nc2cccc(F)c2)c1[N+](=O)[O-] (stereo not drawn)	2.2	0.0%	-1%	-2%	13%	0%	-31%	i	8%
Cc1ccc(S(=O)(=O)NN=CC=CC=NNS(=O)(=O)c2ccc(C)cc2)cc1	-0.6	16%	x	x	-2%	-11%	2%	i	x
CCOC(=O)c1ccc(NC(=O)C(=O)NCc2ccncc2)cc1	1.3	-0.6%	-1%	-1%	-7%	-5%	-5%	i	1%
COc1cc(C#Cc2c(-c3cncn3C)n(C)c3ccc(-c4cc(OC)c(OC)c(OC)c4)cc23)cc(OC)c1	-6.5	-4.0%	-13%	-16%	-19%	u	-14%	i	u
COc1ccc(CNC(=O)CCSCc2ccc(C)cc2)cc1	-4.8	-0.5%	-8%	1%	u	-1%	-4%	i	-8%
COc1ccc(C2C(C(=O)c3sc(C)nc3C)=C(O)C(=O)N2CCN(C)C)cc1 (stereo not drawn)	0.2	0.2%	-3%	-2%	-3%	9%	14%	i	26%
Cc1ccc([N+](=O)[O-])cc1NC(=O)Nc1cccc(F)c1	-0.1	0.3%	-9%	2%	2%	u	-14%	i	u
CCCCN(C(=O)CCC(=O)Nc1cc(C)on1)C(C(=O)NC1CCCC1)c1ccccc1OCC (stereo not drawn)	0.4	-0.9%	-7%	-1%	-7%	-18%	3%	i	11%
Cc1ccc(-n2nnc(-c3cccnc3)n2)cc1	-1.4	0.7%	0%	x	-1%	-10%	-10%	i	14%
CC(=O)Nc1ccc(NC(=O)C(Sc2ccccc2)c2ccccc2)cc1 (stereo not drawn)	0.0	0.6%	-12%	0%	-22%	13%	-15%	i	-13%
Cn1c(=O)c2c(-c3ccccc3)n(-c3cc(C(=O)O)ccc3O)cc2n(C)c1=O	-0.9	-0.8%	x	x	-16%	8%	2%	i	x
Cn1c(=O)[nH]c(=O)c2c1nc1n(CCO)c(-c3ccccc3)cn21	x	4.3%	1%	x	-11%	3%	2%	x	u
COc1cc2c(c(O)c1OC)-c1c(cc(OC)c(OC)c1OC)C[C@@H](C)[C@@H](C)C2	-2.1	-0.5%	-4%	0%	-27%	-19%	-26%	i	0%
CCOc1ccc(NC(=O)CSc2nnc(-c3ccncc3)n2CC2CCCO2)cc1 (stereo not drawn)	0.4	-0.4%	-4%	-2%	-4%	12%	-5%	i	1%
CCN(CC)CCN1C(=O)C(O)=C(C(C)=O)C1c1ccc(OC)c(OC)c1 (stereo not drawn)	1.0	-0.5%	1%	-1%	11%	-3%	-3%	i	11%
C/C(Nc1ccccc1)=C(/C#N)C(N)=O	-0.8	0.1%	10%	-2%	-11%	-23%	6%	i	x
COc1ccc(Cl)cc1NC(=O)C1Cc2ccccc2CN1S(C)(=O)=O (stereo not drawn)	-2.9	14%	0%	0%	-13%	-9%	-6%	i	6%
CC(CNC(=O)c1ccc(C#N)cc1)NC(=O)c1ccc(C#N)cc1 (stereo not drawn)	-2.8	-1.5%	0%	-12%	-2%	5%	13%	i	-4%
O=C(OCc1cn([C@@H]2CN(C(=O)C3CCCCC3)[C@@H](c3ccccc3)C[C@H]2O)nn1)c1ccccc1	1.5	-1.0%	x	x	7%	-1%	0%	i	x
CCC(C)NC(=O)CSc1nc2scc(-c3ccccc3)c2c(=O)[nH]1 (stereo not drawn)	-0.1	-0.5%	-1%	-12%	-2%	u	-3%	i	1%
O=C(Nc1ccc(F)cc1F)c1cnn(-c2ccc(F)cc2)c1-n1cccc1	x	-0.8%	2%	x	-6%	0%	15%	x	u
COc1cccc2cc(C(=O)Nc3ccc(CC(=O)O)cc3)c(=O)oc12	x	-3.5%	-12%	x	7%	-3%	-6%	x	1.5µM*
Cc1cc(-c2ccccc2)nc(N(C)NC(=O)C(C)(C)C)c1S(C)(=O)=O	-1.6	-0.5%	-6%	-1%	-10%	-27%	-12%	i	-14%
CC/S(=N\S(=O)(=O)c1ccc(C)cc1)c1ccccc1 (stereo not drawn)	0.2	-0.3%	-12%	-5%	9%	-12%	-11%	i	-3%
Fc1cccc(Cc2c(-c3ccccc3)nc3c4ccccc4ccn23)c1	-2.3	u	x	x	-5%	x	x	i	x
O=C1NCCNC1(c1c[nH]c2ccccc12)C(F)(F)F (stereo not drawn)	0.8	-0.5%	3%	-1%	4%	4%	-3%	i	19%
COc1ccc(/C=C/C(=O)O)cc1Cl	-1.9	-0.5%	-4%	3%	-15%	-4%	9%	i	-4%
CCCOC(=O)C1[C@H]2C(=O)N(CC3CCCO3)C[C@]23C=C[C@H]1O3 (stereo partly drawn)	-1.0	0.2%	-7%	1%	-2%	12%	13%	i	5%
CC1(C(=O)NS(=O)(=O)c2ccccc2Cl)CCN1C(=O)c1cccc2ccccc12 (stereo not drawn)	1.7	-0.7%	x	x	7%	-13%	0%	i	x
CN1C(C(=O)Nc2ccc(OC(F)(F)F)cc2)=CC(c2cccs2)=NS1(=O)=O	2.1	0.2%&-0.8%	1%&4%	2%	3%&-6%	u	10%&-62%	i	3.7µM*!
O=C(NCCC1=CCCCC1)C(=O)NCc1ccccc1	0.9	-0.2%	3%	0%	3%	-5%	-6%	i	15%
CC(c1ccccc1)n1c(SCC(=O)Nc2ccccc2)n[nH]c1=O (stereo not drawn)	-1.1	-0.2%	2%	2%	4%	0%	-11%	i	-31%
O=C(CSc1nc(-c2ccccc2)c(-c2ccccc2)o1)N1CCCCC1	0.9	0.0%	x	x	0%	u	-40%	i	x
CC(C)c1nc(CNC(=O)CC2C(=O)NCCN2Cc2ccoc2)cs1 (stereo not drawn)	-0.2	-0.4%	1%	-3%	9%	-6%	0%	i	5%
Nc1nonc1-n1nnc(C(=O)N/N=C/c2cc(Br)cs2)c1-c1ccccc1	0.0	0.3%	2%	0%	-12%	u	-7%	i	27%
CC(=O)Nc1cccc(Oc2ncnc3scc(-c4ccccc4)c23)c1	-3.8	0.0%	-3%	0%	10%	u	-13%	i	-4%
O=C(COC(=O)c1ccc(F)cc1)NCCCc1ccccc1	-0.2	0.1%	2%	0%	2%	-10%	-43%	i	0%
CCOC(=O)N1CCC(NC(=O)c2ccc(CS(=O)c3ccc(Cl)cc3)o2)CC1 (stereo not drawn)	-3.8	-0.6%	4%	-1%	-17%	13%	0%	i	16%
CCn1c(O)c(N=NC(=O)c2cccc(S(=O)(=O)N3CCCCC3)c2)c2ccccc21	1.0	0.0%	u	3%	6%	u	4%	i	21µM*
Cc1c(C(=O)NCc2cccc(Cl)c2)sc2nc[nH]c(=O)c12	x	0.2%	-1%	x	-6%	-3%	-10%	x	x
CC(=O)Nc1ccc(NC(=O)CN2C(=O)COc3ccc(S(=O)(=O)N4CCOCC4)cc32)cc1	-0.7	-0.9%	0%	-11%	2%	3%	8%	i	22%
O=C(Nc1ncccc1O)c1cccc(S(=O)(=O)N2CCc3ccccc32)c1	-0.5	0.6%	-9%	-2%	-26%	0%	3%	i	-2%
O=C(NNS(=O)(=O)c1ccc(F)cc1)C1CCN(Cc2cccc(F)c2)CC1	-1.5	0.0%	-2%	-2%	3%	-18%	-4%	i	0%
COc1ccc(C(CNC(=O)CNC(=O)c2cccc(C)c2)N2CCOCC2)cc1 (stereo not drawn)	1.2	0.2%	-1%	1%	3%	-9%	0%	i	7%
